Platelet DG rel – modulates dense granule release in human platelets. human platelet-rich plasma, SFLLRN dense granule ATP release, luminescence. AID 1663. inhibition, %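 (compounds screened at 7.5 µM in platelet-rich plasma)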. 0.22% of 300,000 active;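 active = mean replicate score, as percent of positive control, at or above 50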
HSF1 inhib – HSF1 inhibition | NIH3T3-HGL HSE-luciferase, MG132-induced, luminescence 8 h; stronger effect = lower value | activity change, negative = inhibition, % at 7.5 µM (by protocol) | 0.77% of 300,000 active;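 active = more than half of replicate wells show activity change below -50%, luminescence cut by over half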;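 also: luciferase reports HSF-1 transcriptional activity via heat shock element; 0% = median of DMSO wells and -100% = zero luminescence signal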
PolyA inh – inhibitors of polyadenylation in S. cerevisiae. AID 1875. calls only at 12 µM. S. cerevisiae SKY197-pL101 polyadenylation reporter, beta-gal luminescence; efflux-impaired pdr1/pdr3 knockout yeast; score 100 = 6 SD above DMSO. 0.02% of 300,000 active;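 active = lowest replicate activity score at least 50, where 100 means six control SD above control mean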;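 also: yeast exposed to compound for 9 h at 30 °C; higher score means more reporter readthrough which indicates perturbed polyadenylation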
Dyrk1A ADPGlo – blocks rat Dyrk1A kinase activity. 0.43% of 310,000 active. ADP-Glo luminescence, NFATc1 peptide. inhibition, % at 12.5 µM. Q63470; in the data active = inhibition above about 50%;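 also: plate controls were vehicle with enzyme for no effect and no enzyme for full effect; many of its hits are not listed in these tables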
HSF1 activator – increases HSF-1 driven luciferase reporter signal | NIH3T3-HGL HSF-1 luciferase reporter, MG132, 8 h; 100% = twice DMSO control signal | activation, % at 9 µM | AID 504408 | 1.7% of 300,000 active;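 active = mean replicate activation of at least 50% with a set share of replicates each reaching 50%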;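 also: 0% = median of the neutral control wells and 100% = twice that signal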
AI-2 QS mod – Vibrio harveyi AI-2 quorum sensing modulation; activity change, % at 7.5 µM; AID 2094; Vibrio harveyi JMH597 AI-2 luminescence/OD600 ratio, 9 h; stronger effect = lower value; strain lacks LuxN and CqsS sensors; 0 = neutral-control median; 0.4% of 300,000 active; in the data active = activity change below about -75%, passing the limit was not always enough;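 also: luminescence divided by OD600 gain over 9 h not by final OD600 alone; inactives centre near 13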
GSK3B inh – blocks human GSK3beta kinase activity; GST-GSK3beta kinase, ADP-Glo luminescence, 60 min; stronger effect = lower value; activity score (negative = inhibition), % at 10 µM; 0.038% of 300,000 active; AID 2097;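 active = more than half of replicate wells score below -50%, meaning over 50% inhibition versus plate controls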;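 also: 0% = median DMSO wells and -100% = median GW8510 positive control wells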
Target sequence (P49841 whole entry, looked up): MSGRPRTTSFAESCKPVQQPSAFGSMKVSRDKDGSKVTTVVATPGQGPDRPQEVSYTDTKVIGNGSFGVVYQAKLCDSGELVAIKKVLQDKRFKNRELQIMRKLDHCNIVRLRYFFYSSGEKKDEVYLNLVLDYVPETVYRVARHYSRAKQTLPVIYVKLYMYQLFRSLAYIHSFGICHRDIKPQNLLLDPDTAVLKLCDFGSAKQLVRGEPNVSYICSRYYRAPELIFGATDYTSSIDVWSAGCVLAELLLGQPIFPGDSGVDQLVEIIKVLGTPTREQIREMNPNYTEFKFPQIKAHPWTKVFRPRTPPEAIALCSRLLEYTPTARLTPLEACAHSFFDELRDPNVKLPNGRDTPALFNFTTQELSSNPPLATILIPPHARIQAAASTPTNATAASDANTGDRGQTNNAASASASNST
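test system = GST-tagged human GSK3beta kinase, cell-free | reagent = 25 µM ATP with peptide substrate | dosing = one dose of 10 µM per compound | schedule = 60 min reaction, RT | detection = luminescent ADP-Glo measurement of ADP formed | control set = DMSO neutral wells and GW8510 at 20 µM as positive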
HSP90 refold inh – HSP90 refolding inhibition in rabbit reticulocyte lysate; luciferase refolding luminescence, 3 h; inhibition, % at 5.6 µM; 0.91% of 290,000 active;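 active = inhibition above the screen-wide mean plus 3 SD, computed separately per campaign, cut at about 16% in these data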;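 also: 0% = DMSO wells and 100% = 60 µM geldanamycin wells; inhibitors lower the luminescence because luciferase stays unfolded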
GSK3A inh – blocks human GSK-3 alpha kinase; ADP-Glo luminescence, 60 min; inhibition, % at 10 µM; 0.1% of 320,000 active; AID 2650;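 in the data active = inhibition above about 50%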;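 also: GST-tagged GSK-3 alpha with peptide substrate and 25 µM ATP; 0% = DMSO neutral wells and 100% = GW8510 positive control wells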
Target sequence (P49840 whole entry, looked up): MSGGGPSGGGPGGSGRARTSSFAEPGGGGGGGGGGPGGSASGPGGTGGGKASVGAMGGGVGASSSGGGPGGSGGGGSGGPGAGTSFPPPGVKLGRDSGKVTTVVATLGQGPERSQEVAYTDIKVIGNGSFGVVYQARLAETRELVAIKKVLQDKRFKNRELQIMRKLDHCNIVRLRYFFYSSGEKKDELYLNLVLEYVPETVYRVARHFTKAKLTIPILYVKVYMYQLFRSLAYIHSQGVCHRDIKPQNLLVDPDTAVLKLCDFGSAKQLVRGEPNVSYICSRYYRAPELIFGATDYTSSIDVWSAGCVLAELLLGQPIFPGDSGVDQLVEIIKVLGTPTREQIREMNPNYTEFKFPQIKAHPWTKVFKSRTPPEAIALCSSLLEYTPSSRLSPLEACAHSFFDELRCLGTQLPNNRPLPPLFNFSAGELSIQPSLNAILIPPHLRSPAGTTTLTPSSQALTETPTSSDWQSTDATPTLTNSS
HDAC3 inh – inhibitors of human histone deacetylase 3. O15379. recombinant HDAC3, fluorogenic peptide/trypsin coupled, fluorescence. 0.15% of 320,000 active. inhibition, % at 8.3 µM; in the data active = inhibition above about 26%, passing the limit was not always enough
* marks the source's active call; other numbers are inactive results; i = inactive; . = no result given.

Platelet DG rel	HSF1 inhib	Compound	PolyA inh	Dyrk1A ADPGlo	HSF1 activator	AI-2 QS mod	GSK3B inh	HSP90 refold inh	GSK3A inh	HDAC3 inh
3	0	COc1ccccc1C(=O)Nc1ccnn1C1CCN(C)CC1	i	0	-6	27	.	-2	0	3
1	3	CC1CCCCN1C(=O)COC(=O)c1ccc(=O)n(Cc2ccccc2)n1 (centres undefined)	i	7	-3	13	2	.	-2	-6
0	2	CC1CN=C(Nc2cccc(S(=O)(=O)N(C)C)c2)S1 (centres undefined)	i	-5	5	13	2	1	1	-2
-1	4	CCc1cc(C(=O)c2ccc(OC)cc2)c(NC(=O)CN2CCCC2)s1	i	0	4	5	-1	0	0	-12
-5	7	O=C(CSc1nnc(Cc2ccccc2)n1C1CCCCC1)N1CCOCC1	i	0	13	3	-3	-1	-2	0
1	-6	CC(C)C(c1nnnn1Cc1ccc(F)cc1)N1CCN(C2CCCCC2)CC1 (centres undefined)	i	3	-7	29	-4	6	0	1
1	15	Cc1ccccc1-c1nc2ccccc2c(=O)n1/N=C/c1ccc([N+](=O)[O-])cc1	i	1	23	5	3	.	-2	-2
-2	-3	O=C(CN1C(=O)COc2ccccc21)NCCN1CCOCC1	i	-4	-5	18	-1	-1	2	-1
-6	.	COc1ccc(C2=NOC3(CC(=O)N(c4ccc(C)cc4)C3=O)C2)c(OC)c1 (centres undefined)	.	-5	.	46	-2	-1	-1	7
-1	-5	COCCOC(=O)c1c(NC(=O)CN2CCCc3ccccc32)sc(C(N)=O)c1C	i	1	-6	12	0	0	-2	5
.	.	O=c1oc2ccc3ccccc3c2c2c1SC(C(F)(F)F)C2 (centres undefined)	i	6	.	14	-3	2	-2	-9
6	22	COC(=O)C1=CN(Cc2ccccc2)C=C(C(=O)OC)C1c1cc(F)ccc1F	i	-2	14	26	-1	7	0	-42

Three entries from above, tab-delimited:
Molecule	Platelet DG rel	HSF1 inhib	PolyA inh	Dyrk1A ADPGlo	HSF1 activator	AI-2 QS mod	GSK3B inh	HSP90 refold inh	GSK3A inh	HDAC3 inh
COc1ccccc1C(=O)Nc1ccnn1C1CCN(C)CC1	3	0	i	0	-6	27	.	-2	0	3
CC1CCCCN1C(=O)COC(=O)c1ccc(=O)n(Cc2ccccc2)n1 (centres undefined)	1	3	i	7	-3	13	2	.	-2	-6
Cc1ccccc1-c1nc2ccccc2c(=O)n1/N=C/c1ccc([N+](=O)[O-])cc1	1	15	i	1	23	5	3	.	-2	-2

Single records, as listed above. Screens in order: Platelet DG rel | HSF1 inhib | PolyA inh | Dyrk1A ADPGlo | HSF1 activator | AI-2 QS mod | GSK3B inh | HSP90 refold inh | GSK3A inh | HDAC3 inh
CC1CN=C(Nc2cccc(S(=O)(=O)N(C)C)c2)S1 (centres undefined) in the list: 0 | 2 | i | -5 | 5 | 13 | 2 | 1 | 1 | -2
O=C(CSc1nnc(Cc2ccccc2)n1C1CCCCC1)N1CCOCC1 in the list: -5 | 7 | i | 0 | 13 | 3 | -3 | -1 | -2 | 0

New compounds follow
Platelet DG rel	HSF1 inhib	Compound	PolyA inh	Dyrk1A ADPGlo	HSF1 activator	AI-2 QS mod	GSK3B inh	HSP90 refold inh	GSK3A inh	HDAC3 inh
-1	30	CCSC1=C(C#N)C(c2cccs2)C(C(=O)OC)=C(C)N1 (centres undefined)	i	5	29	3	2	1	1	3
0	-5	O=C(COC(=O)C1CCC(=O)N1)Nc1ccccc1Br (centres undefined)	i	4	1	-10	0	5	-2	.
-3	-1	Cc1ccccc1S(=O)(=O)Cc1ccc(C(=O)NCCN(Cc2ccccc2)C(C)C)o1	i	-3	-21	19	0	-1	1	-8
1	1	O=C(Nc1ccc(Cl)cc1)N1CCc2[nH]c3ccccc3c2C1	i	8	-5	26	1	5	9	-3
-4	0	OC(COCc1ccc(Cl)cc1)CN1CCCCC1 (centres undefined)	i	-1	1	8	-4	-3	-15	-3
-1	0	O=C(c1ccco1)N1CCN(C(=O)c2cc(-c3ccccc3)nc3ccccc23)CC1	i	0	0	36	-1	0	-1	0
-3	1	CCc1csc(CCNC(=O)C2CCC(=O)N(CCc3cccc(F)c3)C2)n1 (centres undefined)	i	-4	-3	4	-3	11	-1	6
-2	-2	O=C(CC12CC3CC(CC(C3)C1)C2)NCC(=O)N1CCc2ccccc2C1	i	0	6	7	0	6	-1	-3
17	9	Cc1ccc2nc(NC(=O)C3CC3C)sc2c1 (centres undefined)	i	23	38	7	2	6	0	-6
-10	-14	COC(=O)C1CCN(Cc2c(C(=O)N3C[C@@H](C)O[C@@H](C)C3)nc3ccc(Cl)cn23)CC1	i	2	-7	-18	0	-4	0	6
-21	-4	CN(C(=O)COC(=O)CCc1c[nH]c2ccccc12)c1ccccc1	i	-18	17	25	2	.	-3	0
-4	0	Cc1ccc(OCCn2cc(/C=C/C(=O)O)c3ccccc32)cc1	i	-2	0	9	-1	-6	.	.
-1	-1	Cc1cc(Br)c(NC(=O)Cn2c([N+](=O)[O-])cnc2C)cc1C	i	2	-11	16	-4	2	1	3
-4	-2	CC1=C(C(=O)Nc2ccccc2)C(c2ccc(C)o2)n2ncnc2N1 (centres undefined)	i	8	2	4	3	2	.	10
-2	-3	Clc1ccc(-c2noc(CN(Cc3ccccn3)CC3CCCO3)n2)cc1 (centres undefined)	i	-6	32	-4	2	-1	0	5
8	2	COc1cc2[nH]c(=S)nc(NCCCOC(C)C)c2cc1OC	i	3	-11	22	1	5	1	3
-6	6	O=C(OCC(=O)N1CCCc2ccccc21)c1c(F)cccc1F	i	1	17	28	-3	.	3	1
1	-5	CCCCCCOC(=O)C[N+](C)(C)CCOC1CC2CCC1(C)C2(C)C (centres undefined)	i	-12	3	14	-7	3	16	-2
24	7	COC(=O)c1ccc(NC(=O)Nc2ccc(F)cc2)cc1	i	3	1	24	-7	0	-3	4
12	5	COc1cccc(/C=C2\CCC(C3CCCC3)C2=O)c1 (centres undefined)	i	-2	9	14	0	-3	-4	2
20	-2	COc1ccc(C)cc1NC(=O)CSc1nc2ccccc2nc1N1CC(C)OC(C)C1 (centres undefined)	i	1	-14	16	-6	0	-4	13
0	-1	C[C@H]1CCC(=O)N([C@H](CC#N)Cc2ccccc2)CC1	i	-3	-3	25	5	-3	2	5
0	12	O=C(Cc1ccc(F)cc1)N1CCC(CC2CC(c3ccc(Cl)cc3)=NO2)(C(=O)NCC2CCCCC2)CC1 (centres undefined)	i	.	21	13	2	0	-1	-5
7	-3	O=C(NC1CCCc2c1cnn2-c1ccccc1F)c1ccccn1 (centres undefined)	i	-1	-28	2	-5	1	-2	1
-4	9	CC(C)CC[n+]1ccn(-c2nc3ccccc3nc2[N-]S(=O)(=O)c2ccc(Cl)cc2)c1	i	1	1	3	-2	0	-3	-10
-5	2	Cc1ccc(SC(C)C(=O)NCCC2=CCCCC2)cc1 (centres undefined)	i	11	-2	25	1	1	-5	6
-1	-3	CC(=O)NC1=NC(=O)C(C)S1 (centres undefined)	i	-9	2	17	-1	3	-2	0
14	1	CCOCC(=O)Nc1cc(C(=O)Nc2cc(C)cc(C)c2)ccc1Cl	i	.	11	19	4	-10	1	3
9	0	Fc1ccccc1C(c1nnnn1C1CCCC1)N1CCN(Cc2ccccc2)CC1 (centres undefined)	i	6	-7	1	2	-2	-1	-1
-3	-6	O=C(O)Cc1ccc(Oc2ncc(C(F)(F)F)cc2Cl)cc1	i	-7	2	0	-1	-5	-1	1
-7	2	CCOc1ccccc1CNC(=O)CCc1cn(CC)c2ccccc12	i	2	14	21	1	-4	1	-3
-9	-1	CCOC(=O)N1CCN(S(=O)(=O)c2c(C)nn(C)c2C)CC1	i	-3	-5	8	2	5	2	5
13	-4	O=C(Nc1ccc2c(c1)OCO2)c1ccc(S(=O)(=O)N2CCCC2)cc1	i	-34	-24	16	2	-4	-4	1
.	.	O=C(Cc1ccccc1)Nc1nnc(-c2ccco2)s1	.	0	.	.	.	2	9	-4
.	14	O=C(NCCSc1ccccc1)c1ccccc1	i	1	46	-13	1	6	0	1
0	8	O=C(O)C/C(=C\c1cc2c(cc1Br)OCO2)c1nc2ccccc2s1	i	9	11	.	.	1	-8	6
9	5	CC(Oc1ccccc1)C(=O)Nc1cccc(-c2nc3ccccc3[nH]2)c1 (centres undefined)	i	3	5	-3	2	-4	0	-6
1	3	CC(C)(C)NC(=O)CN(Cc1cccs1)C(=O)CNS(=O)(=O)c1ccc(F)cc1	i	.	1	8	4	-4	-2	-1
-5	-2	c1ccc(C2COC(c3cccs3)=N2)cc1 (centres undefined)	i	-2	42	-1	-4	0	-4	-7
11	-5	O=S(=O)(NCc1cccnc1)c1ccc(Br)s1	i	-2	-15	2	0	0	1	6
5	-2	CCCN1CCC(=O)N([C@H](CN=[N+]=[N-])CC(C)C)CC1	i	7	-4	24	0	-5	0	-1
.	-2	Cc1nc(SC2CC(=O)N(c3ccc([N+](=O)[O-])cc3)C2=O)nc2c1CCCC2 (centres undefined)	i	-2	-7	-3	-12	0	0	-3
-3	7	CCCCn1c(N)c(N(CCC(C)C)C(=O)C2=NN(c3cc(C)ccc3C)C(=O)CC2)c(=O)[nH]c1=O	i	-1	-9	7	2	.	0	-1
7	-4	Cc1c(Br)ccc(NC(=O)c2ccccc2[N+](=O)[O-])c1C	i	0	9	-1	-1	-4	-2	-6
-16	3	CCc1n[nH]c(=S)n1/N=C/c1ccc(N(C)c2ccccc2)cc1	i	9	4	3	1	0	-3	0
-1	-3	COc1ccc(/C=N/NC(=O)/C(=C/c2ccccc2)CCO)cc1	i	4	-1	-33	-5	-2	-3	5
14	-9	COC(=O)C(C(=O)OC)c1ccc(N)cc1	i	3	7	2	0	3	-4	9
6	9	O=C(CNc1ccc(F)cc1F)NC(=O)NCc1ccco1	i	3	10	8	-2	5	-2	2

Screens deposited in PubChem BioAssay by several laboratories.

Only part of the results is shown; the hit share may differ from the screen's.
